Bioassay records from PubChem.
LMP1 NFkB inh – inhibitors of Epstein-Barr LMP1-induced NF-kappaB reporter | LMP1-induced NF-kappaB luciferase reporter cells, luminescence | inhibition, % at 12.5 µM | 0.69% of 350,000 active; in the data active means inhibition above about 41%;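 further: 0% = neutral control wells and 100% = reference inhibitor control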
SRC1 inh – human NCOA1 inhibition | inhibition, % at 3.6 µM | Q15788 | AID 588354 | 0.12% of 360,000 active | HEK293 GAL4-SRC1 luciferase reporter, luminescence;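 active means inhibition above the campaign mean plus 3 SD, with each screening campaign given its own cutoff, cut at about 60% in these data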;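 further: 0% = DMSO treated cells and 100% = gossypol at 36 µM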
COUP-TFII inh – NR2F2 (human) inhibition, primary screen | 0.7% of 370,000 active | P24468 | AID 686940 | HEK293T NGFI-A luciferase reporter, luminescence | inhibition, % at 8.6 µM;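 active means inhibition above a per-plate cutoff, mean inhibition of test wells between control levels plus 3 SD, cut at about 38% in these data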;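 further: cells cotransfected with COUP-TFII expression vector driving the NGFI-A reporter; 0% = median of COUP-TF2 test wells and 100% = reporter-only cells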
Target sequence (P24468 whole entry, looked up): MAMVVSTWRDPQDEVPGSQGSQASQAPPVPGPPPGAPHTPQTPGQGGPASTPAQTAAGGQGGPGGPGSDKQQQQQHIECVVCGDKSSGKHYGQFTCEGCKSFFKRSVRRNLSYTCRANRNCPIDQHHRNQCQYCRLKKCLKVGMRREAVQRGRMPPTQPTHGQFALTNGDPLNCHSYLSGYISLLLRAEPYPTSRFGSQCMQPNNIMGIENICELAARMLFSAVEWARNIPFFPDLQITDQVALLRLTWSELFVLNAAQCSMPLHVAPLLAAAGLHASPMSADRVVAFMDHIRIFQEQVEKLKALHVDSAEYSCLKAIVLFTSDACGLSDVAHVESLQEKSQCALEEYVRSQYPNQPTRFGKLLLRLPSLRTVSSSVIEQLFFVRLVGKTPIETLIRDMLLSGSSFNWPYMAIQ
NR5A2 inv ag – suppresses constitutive activity of human LRH-1; AID 602396; O00482; inhibition, % at 3.6 µM; 0.13% of 360,000 active; HEK293T StAR-luciferase reporter, LRH-1 transfected, 24 h;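 active means inhibition above the mean inhibition of all tested compounds plus 3 SD, cut at about 73% in these data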;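 further: 0% = DMSO wells and 100% = reporter-only cells lacking LRH-1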
Target sequence (O00482 whole entry, looked up): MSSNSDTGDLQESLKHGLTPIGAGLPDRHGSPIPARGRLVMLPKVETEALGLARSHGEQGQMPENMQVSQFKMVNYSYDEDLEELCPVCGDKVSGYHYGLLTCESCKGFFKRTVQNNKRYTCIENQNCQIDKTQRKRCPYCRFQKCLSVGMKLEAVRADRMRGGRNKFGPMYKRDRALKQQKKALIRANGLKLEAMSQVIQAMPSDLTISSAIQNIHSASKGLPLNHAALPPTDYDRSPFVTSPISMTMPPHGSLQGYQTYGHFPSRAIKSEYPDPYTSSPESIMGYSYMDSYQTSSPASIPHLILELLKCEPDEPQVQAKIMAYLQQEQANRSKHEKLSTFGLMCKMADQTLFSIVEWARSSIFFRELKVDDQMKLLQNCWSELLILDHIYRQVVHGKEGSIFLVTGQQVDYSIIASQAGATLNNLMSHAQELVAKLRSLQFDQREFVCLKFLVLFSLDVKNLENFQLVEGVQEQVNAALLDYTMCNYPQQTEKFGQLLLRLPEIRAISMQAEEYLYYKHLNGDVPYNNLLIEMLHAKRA
TROY signal inh – TROY signaling inhibition; AID 1347056; 0.98% of 360,000 active; Q293 LMP1-TROYcd NF-kB luciferase reporter, 4 h; inhibition, % at 10 µM;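 active means compounds whose plate-normalised and pattern-corrected inhibition of the luciferase reporter signal at the single screening dose is 50% or more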
CF NFkB block – blocks PAF-induced NF-kB reporter in cystic fibrosis cells | KKLEB NF-kB-GFP reporter, GFP fluorescence overnight | inhibition, % at 5 µM | 0.86% of 360,000 active | AID 588850;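 active means at least 50% inhibition at 5 µM, scaled per plate between neutral and stimulator controls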;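 further: PAF is a Pseudomonas aeruginosa culture filtrate used as stimulus; plate controls were PAF-stimulated DMSO wells for no effect and unstimulated DMSO wells for full effect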
TWEAK Fn14 block – TWEAK-Fn14 signaling inhibition | TWEAK-stimulated Fn14 reporter cells, luciferase luminescence, 8 h | inhibition, % at 10 µM | 2% of 360,000 active; in the data active means inhibition above about 50%
NCOA2 inhibitor – inhibits human steroid receptor coactivator 2; Q15596; HEK293 GAL4-SRC2 luciferase reporter, luminescence; inhibition, % at 9 µM; 0.17% of 370,000 active;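 active means inhibition above the mean inhibition of all tested compounds plus 3 SD, set per campaign, cut at about 52% in these data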;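 further: 0% = DMSO treated cells and 100% = cells given Gossypol at 36 µM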
KKLEB tox – CF airway cell cytotoxicity counter-screen. KKLEB CF airway cells viability, ATPlite luminescence, overnight; hits give low values; cells stimulated with P. aeruginosa culture filtrate. activity change (cytotoxicity), % at 5 µM. 0.36% of 360,000 active. AID 602141;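 active means corrected activity change at or below -50% at 5 µM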
SRC3 inh – human NCOA3 inhibition. Q9Y6Q9. HEK293 GAL4-SRC3 luciferase reporter, luminescence. inhibition, % at 3.6 µM. 0.17% of 360,000 active;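 active means inhibition above a per-campaign cutoff, the mean of all compounds plus 3 SD, cut at about 60% in these data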;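 further: 0% = DMSO-treated cells and 100% = gossypol-treated cells at 36 µM; higher means less SRC3-driven luciferase light from the GAL4 reporter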
C8 TRAIL sens – sensitizes caspase-8 expressing cells to TRAIL. NB7+C8 cells + TRAIL, ATPlite viability luminescence. inhibition (viability loss, TRAIL sensitization), % at 10 µM. 1% of 360,000 active;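 active means compounds causing at least 50% loss of cell viability in the single-dose screen, relative to plate controls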
* hit, by the source's call; . = not tested or not shown.

SMILES | LMP1 NFkB inh | SRC1 inh | COUP-TFII inh | NR5A2 inv ag | TROY signal inh | CF NFkB block | TWEAK Fn14 block | NCOA2 inhibitor | KKLEB tox | SRC3 inh | C8 TRAIL sens
CC1CCN(c2nc(N3CCCCC3)nc(N3CCCCC3)n2)CC1 | -24 | -2 | 2 | 4 | 6 | 6 | 4 | -27 | -9 | 8 | 25
CC(=O)Oc1ccccc1Cn1c(C)c(C(=O)NCc2ccc(F)cc2)sc1=O | . | -3 | 4 | -7 | 1 | 3 | -21 | -9 | -11 | 4 | 2
C=CCn1cc(C(=O)N2CCc3ccccc3C2)c(=O)c2cc(S(=O)(=O)N(CC)CC)ccc21 | 2 | 3 | -2 | 10 | 9 | -4 | 12 | -2 | 1 | 5 | 24
Cn1nc([N+](=O)[O-])nc1N1CCN(c2ccc(F)cc2)CC1 | 6 | 13 | 4 | 8 | -1 | -13 | -7 | -8 | 12 | 10 | -15
CCOc1cc(S(=O)(=O)Nc2ccc(Cl)cn2)ccc1F | -28 | -1 | 11 | 9 | 16 | 0 | -3 | 23 | 7 | -13 | 0
CC(C)(C)n1nnnc1C(c1cc2ccccc2o1)N1CCCCC1 (stereo unspecified) | . | . | -6 | -9 | -24 | . | 2 | -44 | . | . | 8
Cc1nc2[nH]c(=S)n(C)c(=O)c2nc1C | -6 | -2 | -1 | -8 | 2 | 1 | 9 | -11 | 2 | 12 | -8
COc1c(N)c2c(c([N+](=O)[O-])c1OC)C(=O)OC2 | 2 | -11 | 13 | 5 | -3 | 27 | 6 | 18 | -33 | 12 | 1
COc1ccc(NC(=O)CSc2ccc(-c3ccco3)nn2)c(OC)c1 | -14 | 7 | 6 | 12 | -29 | 4 | 5 | 0 | -1 | -12 | 4
CN(C)c1cccc(C(=O)OCC(=O)Nc2nccs2)c1 | -3 | -5 | 7 | -12 | -11 | 14 | -3 | -40 | -3 | -7 | -2
Cc1ccc(C2(C)NC(=O)N(CC(=O)Nc3cc(S(=O)(=O)N4CCOCC4)ccc3OC(C)C)C2=O)cc1 (stereo unspecified) | -5 | 6 | 12 | -10 | -6 | 20 | 1 | -3 | -2 | 1 | -8
Cc1ccc(C(O)P(=O)(OC(C)C)c2ccc(N(C)C)cc2)cc1 (stereo unspecified) | . | 4 | 1 | -12 | 12 | -5 | -8 | 2 | -4 | 23 | -9
CCn1ncc(Br)c1C(=O)Nc1cc(C(=O)OC)ccc1C(=O)OC | -13 | -24 | 7 | 3 | -8 | 1 | -2 | -33 | -3 | -10 | -3
CC(NC(=O)N1CCOCC1)c1ccccc1 (stereo unspecified) | 15 | -3 | 16 | 6 | 4 | 0 | -1 | -20 | 6 | -5 | -13
CCOC(=O)COc1ccc2c(c1)C(=O)CC(C)(c1cccnc1)O2 (stereo unspecified) | 6 | -20 | . | 7 | 14 | 2 | -2 | . | -4 | 14 | -2
Cc1cc(C)nc(SCC(=O)Nc2cccc(S(=O)(=O)N(C)C)c2)n1 | 7 | -1 | -11 | 1 | -6 | 14 | 13 | 3 | -5 | 9 | -8
O=C(NCCN1CCN(C(=O)Nc2ccccc2)CC1)Nc1ccccc1 | 5 | 11 | -6 | 18 | -9 | 6 | 12 | -1 | -3 | 17 | 2
COc1cccc(-c2nc(CS(=O)(=O)CC(=O)N3CCN(C4CCCCC4)CC3)c(C)o2)c1 | -1 | 7 | 11 | -1 | 6 | 3 | 16 | 5 | -19 | 7 | -5
Cc1cccc(C)c1-n1nnnc1C1(C)CCC(=O)N1CC(F)(F)F (stereo unspecified) | . | . | -5 | 30 | -15 | . | 25 | -3 | . | . | 6
CCc1ccc(Nc2nnc(SCC(=O)Nc3ccc(C(=O)O)cc3)s2)cc1 | 27 | -9 | -13 | -17 | -9 | 11 | -7 | 2 | -7 | 4 | 59*
CN(CCc1ccccn1)C(=S)Nc1ccc(Cl)c(Cl)c1 | 1 | -44 | -4 | -16 | -48 | 6 | 7 | -5 | 8 | 17 | -1
CCc1nc2c(OCC(N)=O)cccn2c1N(C)C(=O)c1cccs1 | . | -21 | -23 | 20 | 12 | -20 | -23 | -56 | 5 | -40 | -17
Cn1nnnc1SCC1=C(C(=O)O)N2C(=O)[C@@H](NC(=O)[C@H](O)c3ccccc3)[C@H]2SC1 | 4 | -7 | . | 4 | 1 | -4 | 4 | . | -15 | -5 | -5
Cc1noc(C)c1S(=O)(=O)N(C)C[C@H]1OCc2cnnn2CCCC(=O)N([C@H](C)CO)C[C@H]1C | -7 | -1 | 4 | -8 | -11 | -14 | 7 | -13 | -5 | -13 | 1
CN(CCN1CCc2ccccc2C1)Cc1nc(Cc2ccccc2F)no1 | -14 | -8 | 9 | 11 | 0 | -10 | -18 | -6 | 8 | 10 | -11
O=C(NC(=S)Nc1nc2c(ccc3ccccc32)s1)c1cccs1 | -3 | -9 | 3 | -10 | -31 | 6 | -4 | 4 | -6 | -9 | 8
Cc1ccc(NS(=O)(=O)c2cc(C(=O)N3CCOCC3)ccc2C)cc1 | -6 | -4 | -2 | -7 | -2 | 11 | 12 | -13 | 3 | -21 | -4
COc1ccc(NC(=O)CN(C)C(=O)COc2ccccc2Cc2ccccc2)cc1 | -6 | -39 | 10 | -30 | 0 | -13 | 8 | -21 | 10 | -26 | 4
COC(=O)c1cc(OC)c(OC)cc1-n1cnc2cc(OC)c(OC)cc2c1=O | -4 | -8 | 0 | -5 | 1 | -8 | -23 | 2 | 6 | 9 | 2
C[C@@H]1CC2=C(C(=O)OC(C)(C)O2)[C@H](c2ccc(Cl)cc2)O1 | . | . | -4 | -5 | 9 | . | 6 | -30 | . | . | -9
COc1ccc(CNC(=O)C(C)N2C(=O)NC(c3ccccc3)(c3ccccc3)C2=O)cc1 (stereo unspecified) | -1 | -2 | 2 | 1 | 6 | 14 | 18 | 6 | 1 | 6 | -15
O=C(CSc1ccc(-c2ccco2)nn1)NCc1ccc(Cl)cc1 | -10 | -10 | -17 | 8 | -7 | -6 | -1 | 3 | 1 | 9 | 3
COc1ccc(S(=O)(=O)NC2CCSc3ccccc32)cc1NC(C)=O (stereo unspecified) | -14 | -12 | -2 | 9 | -8 | -1 | 7 | -8 | 5 | -15 | -1
Cn1c(SCC(=O)NCc2ccc3c(c2)OCO3)ncc(C(=O)Nc2ccc(F)cc2)c1=O | -1 | -12 | -15 | 11 | -7 | 8 | -14 | -49 | 2 | -8 | 0
O=S(=O)(Nc1cccnc1)c1ccc2c(c1)OCCO2 | 6 | 3 | 2 | 6 | 16 | 10 | -5 | 9 | -10 | -3 | 4
CCOc1ccccc1-n1nnnc1SC(C)C(=O)OC (stereo unspecified) | -6 | -2 | -1 | 20 | -1 | 0 | -4 | 10 | -4 | 2 | -17
CCCCOCCCNC1=NCCCCC1 | 1 | -9 | 13 | 4 | -7 | 13 | 11 | -21 | 8 | -1 | -8
Cc1ccc(C(=O)OCC(=O)NCc2cccs2)cc1 | 6 | 1 | 6 | -3 | -11 | 3 | 2 | 17 | -2 | 12 | 13
CCOC(=O)N1CCN(C(=O)c2ccc(S(=O)(=O)NCc3ccco3)cc2)CC1 | -4 | -17 | -2 | 5 | -12 | 2 | 17 | 8 | 5 | 21 | 11
COC(=O)c1ccc(-c2noc(CN(C)CCC3CCCCO3)n2)cc1 (stereo unspecified) | -11 | -13 | -22 | 2 | -2 | 7 | -1 | -14 | -7 | -28 | 2
Cc1ccccc1NC(=O)C(C)OC(=O)C1CCCO1 (stereo unspecified) | -1 | 23 | 22 | -16 | -2 | 2 | -6 | -18 | 11 | 11 | -9
CC(=O)Nc1ccc(/C(C)=N/Nc2nc(N3CCOCC3)nc(N3CCOCC3)n2)cc1 | -4 | -26 | -18 | -7 | 1 | 8 | -5 | -16 | -10 | -9 | -6
OC[C@@H]1CN(Cc2ccc(Cl)cc2)C[C@H](n2cnc3c(N4CCOCC4)ncnc32)O1 | . | 7 | 8 | -5 | -5 | -4 | 0 | -20 | -2 | -5 | 0
OCC1CCCCN1CC(O)COC(c1ccc(F)cc1)c1ccc(F)cc1 (stereo unspecified) | 1 | 13 | 10 | 1 | -10 | -14 | 0 | 16 | -1 | -8 | 9
Cc1cc(OC(C)C(=O)NCCc2c[nH]c3ccccc23)c2c(C)cc(=O)oc2c1 (stereo unspecified) | -2 | 2 | 2 | -5 | -5 | 1 | -3 | -11 | -2 | 3 | -11
COc1ccccc1NC(=O)C/C(C)=N/NC(=O)C12CC3CC(CC(C3)C1)C2 | 5 | -32 | -14 | -39 | -18 | -13 | -2 | -29 | 1 | -22 | 34
Nc1nc(-c2cccs2)c(-c2cccs2)s1 | 7 | 10 | 14 | 13 | -7 | 19 | 9 | -14 | -11 | -6 | 0
CCN(CC)C(=O)[C@H]1CC(CC(=O)NCc2ccc(OC)c(OC)c2)C(=O)N2CCc3c([nH]c4ccc(OC)cc34)[C@]12C (stereo partly specified) | -3 | -14 | -13 | -13 | -9 | -16 | 7 | -20 | 8 | 0 | -18
O=C(Nc1ccccc1C(=O)NCc1ccccc1)c1ccccc1Br | 1 | -14 | 8 | -8 | -23 | -36 | 11 | -9 | 10 | -6 | -2
CCOCCCNC(=S)Nc1ccc(Br)cc1Cl | -4 | -17 | 7 | 8 | -6 | 1 | -2 | 17 | -7 | -9 | -4
Cc1cc(=O)oc2cc(OCc3ccc(C(=O)OCC(=O)Nc4ccc(N(C)C)cc4)cc3)ccc12 | -10 | 3 | -1 | -8 | -40 | -12 | -24 | -10 | -19 | -2 | 3
CCC1=NN(C(=O)CCc2ccc3c(c2)OCO3)C(O)(C(F)(F)F)C1 (stereo unspecified) | -10 | 17 | 6 | -16 | 12 | 2 | -15 | 7 | -21 | 19 | -2
CSc1nc(Sc2cccc(Cl)c2)c2ccccc2n1 | 15 | 4 | -18 | -13 | -3 | 19 | 28 | 12 | -6 | -1 | -2
CC1CCC(NC(=O)Cn2cnc3sccc3c2=O)CC1 (stereo unspecified) | 10 | -23 | 0 | -14 | -11 | 15 | 10 | -38 | -24 | -5 | -28
O=C(NCC(=O)N(CC1CCCO1)C(C(=O)NC1CCCCC1)c1ccccc1)c1ccco1 (stereo unspecified) | 0 | 10 | 24 | -12 | 0 | 0 | 13 | -6 | -3 | 10 | -1

Quoted at random: 4 entries already listed.
SMILES | LMP1 NFkB inh | SRC1 inh | COUP-TFII inh | NR5A2 inv ag | TROY signal inh | CF NFkB block | TWEAK Fn14 block | NCOA2 inhibitor | KKLEB tox | SRC3 inh | C8 TRAIL sens
CSc1nc(Sc2cccc(Cl)c2)c2ccccc2n1 | 15 | 4 | -18 | -13 | -3 | 19 | 28 | 12 | -6 | -1 | -2
CC1CCC(NC(=O)Cn2cnc3sccc3c2=O)CC1 (stereo unspecified) | 10 | -23 | 0 | -14 | -11 | 15 | 10 | -38 | -24 | -5 | -28
CCN(CC)C(=O)[C@H]1CC(CC(=O)NCc2ccc(OC)c(OC)c2)C(=O)N2CCc3c([nH]c4ccc(OC)cc34)[C@]12C (stereo partly specified) | -3 | -14 | -13 | -13 | -9 | -16 | 7 | -20 | 8 | 0 | -18
Nc1nc(-c2cccs2)c(-c2cccs2)s1 | 7 | 10 | 14 | 13 | -7 | 19 | 9 | -14 | -11 | -6 | 0
